Screening results as filed in PubChem.
Scp1 inh: Scp-1 (human) phosphatase inhibition. Q9GZU7. Recombinant Scp1, phosphopeptide, malachite green phosphate absorbance. inhibition, % at 20 µM. actives 0.88% (n = 340,000);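 active = inhibition above about 50% at 20 µM, limit read from the data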;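 note: plate controls were DMSO wells with enzyme for no effect and wells lacking enzyme for full effect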
Target sequence (Q9GZU7 76-261 limits assumed): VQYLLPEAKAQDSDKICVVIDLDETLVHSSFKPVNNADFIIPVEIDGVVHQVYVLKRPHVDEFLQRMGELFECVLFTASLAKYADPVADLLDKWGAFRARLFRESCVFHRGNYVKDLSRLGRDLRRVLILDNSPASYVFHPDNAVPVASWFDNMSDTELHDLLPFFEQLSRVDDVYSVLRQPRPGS
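Times: enzyme reaction 45 min at room temperature, colour 5 min, stabilisation 30 min. Material: SCP-1 catalytic fragment, aa 76-261. Medium: Acidic Tris acetate buffer with magnesium and detergent. Signal: colorimetric free-phosphate detection, absorbance 630 nm. Read-out basis: % inhibition of SCP-1 phosphate liberation. Reagent: Phosphorylated 17-residue peptide substrate.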
NadD inh: inhibitors of Staphylococcus aureus NadD; purified NadD enzyme, colorimetric absorbance read-out; inhibition, % at 20 µM; actives 0.78% (n = 360,000); AID 602399; in the data active = inhibition above about 26%; note: some compounds past the cut are filed as inactive
SUMO1 PPI mod: alters human SUMO1 binding to SIM partners; P63165; SUMO1 binding to a labelled peptide, TR-FRET, 1 h; inhibition, % at 20 µM; actives 0.33% (n = 360,000); AID 602429; in the data active = inhibition above about 37%
Target sequence (P63165 whole entry, looked up): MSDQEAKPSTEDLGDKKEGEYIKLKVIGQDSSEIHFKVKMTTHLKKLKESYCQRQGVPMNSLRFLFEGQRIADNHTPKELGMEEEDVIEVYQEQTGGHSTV
STEP block: inhibitors of human striatal-enriched phosphatase STEP; recombinant STEP, OMFP fluorogenic substrate, fluorescence; inhibition, % at 20 µM; actives 0.25% (n = 360,000);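 active = inhibition at 20 µM, scaled per plate between control wells, above about 37%, limit read from the data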;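 note: 0% = DMSO with enzyme and substrate and 100% = substrate only without enzyme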
Target sequence (P54829 whole entry, looked up): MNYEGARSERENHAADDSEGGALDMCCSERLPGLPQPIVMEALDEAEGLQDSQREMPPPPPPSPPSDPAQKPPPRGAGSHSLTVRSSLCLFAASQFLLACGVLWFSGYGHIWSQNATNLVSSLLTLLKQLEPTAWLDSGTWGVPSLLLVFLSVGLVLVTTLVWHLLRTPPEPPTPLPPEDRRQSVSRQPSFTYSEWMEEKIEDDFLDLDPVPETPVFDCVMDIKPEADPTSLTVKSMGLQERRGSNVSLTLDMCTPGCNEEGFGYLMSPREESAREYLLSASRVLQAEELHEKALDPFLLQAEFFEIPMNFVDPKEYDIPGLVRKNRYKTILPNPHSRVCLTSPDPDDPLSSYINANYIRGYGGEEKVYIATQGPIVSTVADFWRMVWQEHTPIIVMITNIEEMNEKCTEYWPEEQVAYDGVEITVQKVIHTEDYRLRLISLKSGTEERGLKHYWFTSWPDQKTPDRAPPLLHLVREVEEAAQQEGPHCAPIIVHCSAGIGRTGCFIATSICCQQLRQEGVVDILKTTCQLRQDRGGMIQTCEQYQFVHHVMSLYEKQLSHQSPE
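material = STEP tyrosine phosphatase | reagent = fluorogenic phosphatase substrate OMFP at 25 µM final | doses = single compound dose of 20 µM, 1% DMSO final | schedule = 20 min reaction, room temperature, in the dark | measured by = fluorescence, 480/540 nm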
DNMT1 block: blocks human DNA methyltransferase DNMT1. P26358. DNMT1 molecular beacon, Hinp1I cleavage, fluorescence. inhibition (reported as % activation of signal), % at 10 µM. actives 0.83% (n = 360,000); in the data active = inhibition above about 50%
SKN-1 block: inhibitors of C. elegans SKN-1 | C. elegans VP596 Pgst-4::GFP/RFP ratio, acrylamide-induced, 24 h | inhibition, % at 21.8 µM | actives 0.49% (n = 360,000) | AID 624304;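 active = interference check ratio from 0.5 to 1.5 plus GFP to RFP signal ratio inhibition reaching or exceeding a fixed threshold, cut at about 30% in these data, passing the limit was not always enough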; note: some compounds called inactive have numbers as strong as hits
LMPTP inh: blocks human LMPTP phosphatase | P24666 | actives 0.22% (n = 360,000) | inhibition, % at 20 µM | recombinant LMPTP-A, OMFP fluorogenic substrate, fluorescence intensity | AID 651560;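 active = compounds that cut the enzyme signal by at least half of the control window in the single-dose screen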;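 note: plate controls were DMSO wells with enzyme plus substrate for no effect and substrate without enzyme for full effect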
Target sequence (P24666 whole entry, looked up): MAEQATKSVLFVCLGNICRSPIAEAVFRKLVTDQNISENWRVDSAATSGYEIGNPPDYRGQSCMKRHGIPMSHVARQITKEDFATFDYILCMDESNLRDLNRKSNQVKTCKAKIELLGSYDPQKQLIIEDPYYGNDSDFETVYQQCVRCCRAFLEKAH
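Assay system: LMPTP-A phosphatase enzyme | Input: 0.625 nM enzyme | Also added: Fluorogenic phosphatase substrate OMFP at 400 µM final | Compound dosing: One test concentration per compound, 20 µM, with 3% DMSO overall | Schedule: 50 min enzyme reaction at room temperature, protected from light | Signal: Fluorescence intensity | Benchmarks: no-enzyme and uninhibited controls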
TbMetRS inhib: Trypanosoma brucei MetRS inhibition; purified T. brucei MetRS, ATP depletion, Kinase-Glo luminescence; inhibition, % at 11.9 µM; AID 624268; actives 0.4% (n = 360,000);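 active = inhibition above a per-plate cutoff of the control wells' mean inhibition plus 3 SD, cut at about 5.5% in these data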;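 note: 0% = DMSO wells median and 100% = median of wells with control inhibitor compound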
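assay system = parasite MetRS enzyme | timing = 15 min preincubation, 2 h reaction, all 25 °C | evaluation = percent inhibition relative to median high and low control wells | medium = HEPES buffer containing pyrophosphatase, BSA, spermine, DTT | compound = single dose, 11.9 µM final nominal, 0.9% final DMSO | detection = Kinase-Glo luminescence, ATP depletion format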
NRP1-CendR mod: modulators of CendR peptide binding to human neuropilin-1; O14786; FAM-RPARPAR peptide binding to NRP-1, fluorescence polarization; inhibition, % at 25 µM; actives 0.85% (n = 360,000);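 active = inhibition or corrected inhibition above about 18%, plus a signal ratio from 0.5 to 1.5, limit read from the data, passing the limit was not always enough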; note: strong numbers were not always called active
Neddylation inh: inhibitors of human cullin neddylation. TR-FRET cullin neddylation, biochemical. actives 0.58% (n = 360,000). AID 651699. calls only at 25 µM. P61081+Q13564; in the data active = inhibition above about 36%
Numbers without * were called inactive; i = inactive; nt = no result given.

Scp1 inh,NadD inh,SMILES,SUMO1 PPI mod,STEP block,DNMT1 block,SKN-1 block,LMPTP inh,TbMetRS inhib,NRP1-CendR mod,Neddylation inh
nt,0,CCCCCCCCN1C(=O)[C@H](CC(=O)NCCCOC)C[C@@]2(C(=O)OC)CCCCC=C12,6,nt,nt,17,0.1,-0.8,-3,i
-5,1,Cc1ccc(NS(=O)(=O)c2ccc(C(=O)N3CC(C)OC(C)C3)cc2)cc1 (stereo unspecified),4,3,1,15,-1.4,-0.2,-4,i
9,0,CN(C(=O)COc1coc(CN2CCN(c3ccccc3)CC2)cc1=O)c1ccccc1,0,-1,5,9,-0.1,-0.3,12,i
-11,1,CCc1nnc(NC(=O)c2cc(-c3ccccc3)nn2-c2ccccc2)s1,5,0,0,13,-0.3,0.3,4,i
-12,-8,CN(CC(=O)Nc1cccc(F)c1)C(=O)c1ccccc1CCc1ccccc1,2,-1,-3,12,3.6,-0.1,-5,i
-7,-3,CNC(=S)NNC(=O)CNc1ccc(C)c(Cl)c1,4,2,1,-6,-0.9,-0.3,-3,i
nt,0,C[C@H]1COc2cc(N3CCC[C@H]3CO)ccc2S(=O)(=O)N1,-1,nt,nt,16,-0.6,-0.6,-7,i
4,1,O=[N+]([O-])c1ccc(C2=NN(CCO)C(=Nc3ccc(OC(F)(F)F)cc3)SC2)cc1,-24,1,-6,2,6.4,3.4,-6,i
-3,-1,CCCN(C(=O)/C=C/c1ccco1)c1c(N)n(Cc2ccccc2)c(=O)[nH]c1=O,-4,2,-1,-2,1.6,-0.4,13,i
-2,3,COCCn1c(N)c(N(Cc2ccccc2)C(=O)COc2ccc(F)cc2Cl)c(=O)[nH]c1=O,0,-3,0,-4,-0.9,-0.2,0,i
0,1,CCN(CC)S(=O)(=O)c1ccc(NC(=O)Cn2cnc3ccccc3c2=O)cc1,-1,2,0,-10,-0.6,-0.6,4,i
-6,-11,COc1ccc(NC(=O)CCN2CCN(C/C=C/c3ccccc3)CC2)cc1,3,0,-3,6,0.9,-0.8,4,i
-2,0,CCOC(=O)c1cnc2c(cnn2C)c1NCCC#N,5,0,5,11,-0.4,-0.3,-6,i
-5,2,COCCn1c(C)cc(C(=O)CSc2nncn2-c2ccccc2)c1C,-4,0,-3,-1,0.5,0.1,2,i
-2,-3,CN(c1ccc(C(=O)NCc2cccnc2)cc1)S(C)(=O)=O,-2,1,1,-31,-0.3,-1.5,-4,i
nt,7,NC(=S)NN=Cc1nccc2c(N)cccc12,2,9,4,13,25,0.8,7,i
-8,-1,CCO[C@H]1OC(C(=O)N2CCN(Cc3ccc4c(c3)OCO4)CC2)=C[C@@H](C2CC2)[C@@H]1CCCO,3,1,1,9,-2.3,0.4,4,i
-3,5,Cc1cc(C(=O)Nc2c(C)n(C)n(-c3ccccc3)c2=O)c(C)o1,-2,3,0,-7,-2.1,-0.4,-10,i
-3,-4,COc1cccc(C(C(=O)NC2CCCCC2)N(Cc2ccco2)C(=O)c2ccccn2)c1 (stereo unspecified),6,-2,0,-21,1.1,-0.4,-9,i
9,4,Cc1cc2oc(=O)cc(CN3CCOCC3)c2cc1C(C)C,4,0,0,7,-0.3,-0.5,-8,i
-11,8,CSc1nnc(-c2ccc(Br)s2)n1C,-1,0,3,-9,0.8,-0.3,7,i
nt,2,COc1ccccc1C(=O)NC(=S)Nc1ccccc1N1CCCC1,-2,3,-15,21,2.3,-0.4,-2,i
-5,-3,CC(C)C(C)N(Cc1cccc(C(=O)O)c1)C(=O)c1ccc2ccccc2n1 (stereo unspecified),-7,-1,3,-4,-2.4,0.0,-1,i
0,-1,CCOc1cccc(CNc2ccc(O)cc2)c1OCc1ccc(Cl)cc1,27,-4,-30,16,12,-0.2,-3,i
-4,1,CCOC(=O)C1C(=O)N(O)CC1c1cccc(Oc2ccccc2)c1 (stereo unspecified),6,0,0,-8,-0.2,-0.7,-10,i
-5,8,Cc1noc(/C=C/c2ccco2)c1S(=O)(=O)N1CCC(C(=O)NC(C)c2ccccc2)CC1 (stereo unspecified),-13,5,-16,-8,2.1,-0.9,-27,i
-17,1,O=C(Cc1ccc(NC(=O)C2CCN(C(=O)CCc3ccccc3)CC2)cc1)Nc1ccc(C(=O)N2CCOCC2)cc1,2,-1,5,3,-1.4,-1.0,-10,i
6,0,COc1ccc(C)cc1NC(=O)c1ccc2c(SCC(=O)O)c3c(nc2c1)CCCC3,-8,-1,-2,-1,0.6,0.0,-8,i
2,2,CCc1cc2c(=O)n3c(nc2s1)-c1[nH]c2ccc(OC)cc2c1CC3,-2,1,76*,3,1.7,-1.2,-5,nt
-9,1,CCc1nnc(NC(=O)CCC(=O)NC2CC2)s1,2,0,2,19,-1.0,-0.5,13,i

Given with tabs: entries from further up
molecule	Scp1 inh	NadD inh	SUMO1 PPI mod	STEP block	DNMT1 block	SKN-1 block	LMPTP inh	TbMetRS inhib	NRP1-CendR mod	Neddylation inh
COc1ccccc1C(=O)NC(=S)Nc1ccccc1N1CCCC1	nt	2	-2	3	-15	21	2.3	-0.4	-2	i
CC(C)C(C)N(Cc1cccc(C(=O)O)c1)C(=O)c1ccc2ccccc2n1 (stereo unspecified)	-5	-3	-7	-1	3	-4	-2.4	0.0	-1	i

More records
Scp1 inh,NadD inh,SMILES,SUMO1 PPI mod,STEP block,DNMT1 block,SKN-1 block,LMPTP inh,TbMetRS inhib,NRP1-CendR mod,Neddylation inh
-9,0,Cc1cccnc1NC(=O)c1cccc(S(=O)(=O)N2CCN(c3ccc(F)cc3)CC2)c1,-2,0,-2,5,0.7,-0.3,4,i
-5,1,Cc1ccc(OCC(=O)NNC(=O)C2CCN(c3ncccn3)CC2)cc1,-2,-2,1,-1,-2.2,0.4,4,i
-3,-7,COc1ccc(C(CNC(=O)COc2cccc(C(F)(F)F)c2)N2CCCC2)cc1 (stereo unspecified),2,-1,-1,9,-1.4,-0.1,-14,i
10,-1,CCOc1cc(CN2CCN(C(=O)c3ccco3)CC2)ccc1OC,1,0,-2,10,-2.6,-0.7,23,i
-7,1,Cc1nc(-c2ccc(NC(=O)c3ccc(Br)o3)cc2)cs1,-1,-3,3,8,1.1,-2.3,-16,i
-5,3,Cc1ccc(NS(=O)(=O)N2CCOCC2)c(C)c1,1,0,1,14,0.0,-0.2,6,i
-10,-6,CC(C)(C)NC(=O)C(c1ccc(F)cc1)N(C(=O)CCC(=O)Nc1ccccn1)C1CCCC1 (stereo unspecified),-6,1,1,10,-1.5,-0.2,14,i
-1,12,O=C(Nc1ncc(Cc2ccc(C(F)(F)F)cc2)s1)c1ccc(-c2cccc([N+](=O)[O-])c2)o1,-1,0,1,19,1.1,-0.8,-23,i
-7,1,Nc1nc(-c2nonc2N)no1,1,-4,-2,6,-0.1,0.9,3,i
-2,-5,COc1ccc(C2(C)NC(=O)N(CC(=O)Nc3cccnc3Cl)C2=O)cc1 (stereo unspecified),2,-1,2,-4,-1.4,0.2,-8,i
-1,-4,CC(Sc1nc2nn(-c3ccccc3)c(=O)c-2c2n1CCCCC2)C(N)=O (stereo unspecified),-16,-5,0,-10,-1.3,-1.2,2,i
-7,33*,CCOC(=O)c1c(C)[nH]c(C(=O)N/N=C/c2cc([N+](=O)[O-])ccc2O)c1C,-12,5,0,-1,65*,-0.1,-8,i
-8,-5,O=C(Nc1ccccc1O)c1ccc2c(c1)C(=O)N(c1ccccc1)C2=O,2,0,10,4,4.3,-0.8,-1,i
-4,-1,C/C(=N\O)c1ccc2c3ccccc3n(C)c2c1,0,-2,-19,1,1.4,-0.7,-3,nt
-4,-1,COC(=O)CCC(=O)Nc1ccccc1C(=O)Nc1ccccc1,-3,1,2,10,0.5,-0.6,7,i
-2,-4,CCn1c(SCC(=O)Nc2ccccc2N2CCOCC2)nnc1-c1ccccc1O,0,2,2,13,-1.6,-0.5,-4,i
1,-4,Cc1cc2nnc(SCC(=O)NCc3cccs3)n2c(N)n1,-3,-1,2,11,-0.3,0.6,-6,i
-8,5,CCOC(=O)c1c(NC(=O)COc2ncnc3sccc23)sc2c1CCC2,5,3,1,2,0.9,-0.5,-17,i
-10,-3,O=C(CNC1CCCCC1)Nc1cccc([N+](=O)[O-])c1,-22,-3,3,3,-3.3,-0.4,5,i
-1,1,CC1CCN(CCOCCSc2ccc(Cl)cc2)CC1,-4,-4,2,4,-0.6,-0.6,5,i
-7,2,Cc1ccc(-c2nnc(SCC(=O)NC3CCCC3)n2N)cc1,1,1,-1,5,0.4,-0.1,-3,i
-7,1,C=C(C)COc1ccc(-c2nc(N)ncc2-c2ccc(OC)c(OC)c2)c(O)c1,6,0,-4,4,3.3,-0.3,-11,i
-3,-10,O=C(CNC(=O)c1ccccc1)N/N=C/c1cn[nH]c1-c1ccccc1,0,4,-2,3,-1.1,-0.1,9,i
-14,-4,Cc1cccc(OCC2Cn3c(nc4c3c(=O)[nH]c(=O)n4C)O2)c1 (stereo unspecified),1,-3,0,12,-3.9,-0.2,14,i
-2,1,CCOC(=O)C1CCN(C(=O)C2CCC(=O)N(CC3CCCCC3)C2)CC1 (stereo unspecified),-4,-3,0,22,-1.0,0.7,-4,i
-7,-2,Cn1c(=O)oc2cc(S(=O)(=O)N3CCCC(C(=O)N4CCc5ccccc5C4)C3)ccc21 (stereo unspecified),11,2,-2,7,-1.4,-0.1,-2,i
1,7,O=c1ccc2ccccc2o1,0,0,0,-6,-0.7,-0.5,-4,i
5,-8,CCOC(=O)c1cc2c(nc1NC(=S)Nc1ccccc1)CC(C)(CC)OC2 (stereo unspecified),0,0,-3,3,-0.7,0.0,-6,i
nt,nt,COC(=O)[C@@]12C[C@@H](CC(=O)NCc3ccccc3)C(=O)N(Cc3ccccc3)C1=CCC(C)(C)C2,3,nt,nt,-6,0.0,-0.6,10,i
-1,0,COc1cccc(-n2c(SCC#N)nnc2-c2cnccn2)c1,1,-2,2,-4,-0.7,-0.8,-10,i

Some values from above:
COc1cccc(-n2c(SCC#N)nnc2-c2cnccn2)c1 in NadD inh has 0
O=C(CNC1CCCCC1)Nc1cccc([N+](=O)[O-])c1 in STEP block has -3

Going on with the list.
Scp1 inh,NadD inh,SMILES,SUMO1 PPI mod,STEP block,DNMT1 block,SKN-1 block,LMPTP inh,TbMetRS inhib,NRP1-CendR mod,Neddylation inh
-13,-3,COc1ccc2c(CCNC(=O)c3ccc([N+](=O)[O-])cc3)c[nH]c2c1,-25,-4,-2,5,-1.0,-0.5,-3,i
-6,-2,Cc1cc(Br)cc(Cl)c1OC(=O)c1ccncc1,2,-1,1,10,-0.7,-0.3,5,i
nt,5,CC1(C(=O)O)CCCN(C(=O)c2ccc3c(c2)C(C)(C)CCC3(C)C)C1 (stereo unspecified),2,-1,6,-19,-1.3,-0.3,1,i
0,-2,CC(Oc1cc(C(F)(F)F)cc(C(F)(F)F)c1)C(=O)NC(N)=O (stereo unspecified),1,-1,2,-2,0.1,-0.5,-18,i
